From PubChem
Tau FP inhib = blocks human tau fibril formation measured by polarization; P10636; K18 P301L tau heparin fibrillization, Alexa594 FP, 6 h; Potency, µM (doses to about 57.7 µM), for inactives: at the top dose activity, negative = inhibition, usual class: inhibitors; actives 0.39% (n = 280,000); AID 1468; also: nearly all actives have a fitted effect of over 55% in size
Target sequence (P10636 561-689 P618L limits assumed): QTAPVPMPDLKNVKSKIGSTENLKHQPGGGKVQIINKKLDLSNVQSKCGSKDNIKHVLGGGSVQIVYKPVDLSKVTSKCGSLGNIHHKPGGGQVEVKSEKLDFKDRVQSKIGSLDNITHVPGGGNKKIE
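FP of Alexa 594-tau after heparin (20 uM) induction. Substrate: human K18 P301L, 15 uM unlabeled, 0.24 uM labeled. Buffer 100 mM sodium acetate pH 7. 6 hr, 37 C.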
TR SRC2 fluor cs = counter-screen for TRb-SRC2 inhibitors: fluorescence interference | actives 0.29% (n = 280,000) | Potency, µM (series often up to 106 µM), for inactives: at the highest dose fluorescence change, negative = quenching | TRb/SRC2 Texas Red total fluorescence interference; active = well fitted curve in either direction with a large enough effect; inconclusive = small, poorly fitted or top-dose-only effect
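Flags fluorescent or light-absorbing compounds by total fluorescence, S + 2P, at 555 nm excitation and 632 nm emission. Mixture: 20 nM Texas Red SRC2 peptide, 0.6 uM human TRb LBD, 1 uM T3, 5% DMSO; compound exposure 5 h at ambient temperature.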
GoLoco inh red = inhibitors of human Gai1-RGS12 GoLoco interaction (red fluorophore); P63096; Gai1:RGS12 GoLoco peptide FP, rhodamine, 10 min; Potency, µM (top dose mostly 61.6 µM), without a hit: at the highest dose activity, negative = inhibition, hits mostly inhibitors; actives 0.44% (n = 230,000); active = well fitted inhibition curve with a large enough effect, not every such curve was filed as active; inactive = no such curve, though single readings can be large or run the other way; also: nearly all actives have a fitted effect of over 30% in size; many of its hits are not listed in these tables
RECQ1 helicase = RECQ1 (human) helicase inhibition. actives 0.54% (n = 240,000). Potency, µM (series often up to 57.3 µM), for inactives: at the highest dose activity, negative = inhibition, usual class: inhibitors. RECQ1 DNA unwinding, red fluorescence kinetic read. AID 2549;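 also: plate controls were vehicle for no effect and no enzyme for full effect; nearly all actives have a fitted effect of over 30% in size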
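50 nM RECQ1T1 preincubated 15 min with compound in Tris pH 8.0 buffer with MgCl2, DTT, Tween-20 and 2.5 ug/ml poly(dI-dC); started with 200 nM TAMRA/BHQ-2 forked duplex and 2 mM ATP. Unwinding read as fluorescence (525/598 nm), two reads 2 h apart.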
TRb SRC2 PPI = disrupts binding of human TR beta to SRC2 | P10828 | TRbeta-SRC2 peptide binding, fluorescence polarization; receptor liganded with 1 µM T3 | Potency, µM (doses to about 106 µM), for the others: top-dose activity change, negative = inhibition, usual class: inhibitors | actives 0.065% (n = 280,000) | AID 1469;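 also: plate controls were bound peptide for no effect and peptide without receptor for full effect; nearly all actives have a fitted effect of over 50% in size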
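Each compound concentration gave % activity, normalized to unbound and bound Texas Red SRC2 controls, from polarization read after 5 hr ambient incubation with T3-loaded human TRb LBD.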
L3MBTL1 block = inhibitors of human L3MBTL1; Q9Y468; Potency, µM (titrated, usually from 57.1 µM), inactives show top-dose activity, negative = inhibition, most hits filed as inhibitors; actives 0.66% (n = 230,000); AID 485360; AlphaScreen L3MBTL1–H3K9me1 peptide binding; also: nearly all actives have a fitted effect of over 60% in size
Target sequence (Q9Y468 whole entry, looked up): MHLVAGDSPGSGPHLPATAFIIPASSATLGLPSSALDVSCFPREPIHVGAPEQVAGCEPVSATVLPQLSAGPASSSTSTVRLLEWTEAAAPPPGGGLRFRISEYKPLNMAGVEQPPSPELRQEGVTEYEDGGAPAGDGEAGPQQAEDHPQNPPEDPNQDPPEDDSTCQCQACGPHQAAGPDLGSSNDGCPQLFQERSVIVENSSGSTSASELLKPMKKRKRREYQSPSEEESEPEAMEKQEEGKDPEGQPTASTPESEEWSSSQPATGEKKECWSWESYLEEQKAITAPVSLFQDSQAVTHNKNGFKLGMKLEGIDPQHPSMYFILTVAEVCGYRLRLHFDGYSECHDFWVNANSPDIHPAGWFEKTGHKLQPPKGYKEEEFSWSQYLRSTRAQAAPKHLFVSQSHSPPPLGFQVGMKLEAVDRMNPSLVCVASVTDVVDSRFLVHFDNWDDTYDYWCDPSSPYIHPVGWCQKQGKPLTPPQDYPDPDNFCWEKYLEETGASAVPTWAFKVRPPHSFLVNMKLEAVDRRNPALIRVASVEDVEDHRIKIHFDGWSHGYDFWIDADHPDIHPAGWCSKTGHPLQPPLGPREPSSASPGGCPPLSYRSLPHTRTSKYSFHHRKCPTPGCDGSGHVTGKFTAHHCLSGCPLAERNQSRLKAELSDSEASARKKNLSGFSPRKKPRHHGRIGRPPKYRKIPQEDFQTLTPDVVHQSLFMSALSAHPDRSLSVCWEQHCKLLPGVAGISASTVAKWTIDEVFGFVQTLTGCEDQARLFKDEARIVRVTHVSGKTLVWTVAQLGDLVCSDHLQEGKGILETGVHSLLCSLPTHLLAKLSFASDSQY
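Read-out is AlphaScreen signal from streptavidin donor and nickel chelate acceptor beads (10 ug/mL final each) bridging L3MBTL1 (50 nM) and biotinylated K9-monomethylated H3(1-15) peptide (75 nM), after 30 min compound exposure at room temperature.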
Tau fibril ThT = blocks human tau fibril formation measured by thioflavin T; P10636; recombinant tau K18 P301L, heparin-induced fibrillization, ThT fluorescence; Potency, µM (highest dose often 57.4 µM), for inactives: at the highest dose activity, negative = inhibition, usual class: inhibitors; actives 2.1% (n = 270,000); AID 1460; also: nearly all actives have a fitted effect of over 55% in size
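Using a mix of unlabeled (15 uM) and Alexa 594-labeled (0.24 uM) tau K18 P301L, heparin-triggered fibrillization over 6 hr at 37 C was scored by ThT fluorescence.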
KDM4E inh = blocks human JMJD2E demethylase activity; actives 1.6% (n = 230,000); B2RXH2; AID 2147; JMJD2E catalytic domain, FDH-coupled NADH fluorescence (FDH is formaldehyde dehydrogenase); Potency, µM (series often up to 57.1 µM), without a hit: at the top dose activity change, negative = inhibition, most hits filed as inhibitors; active = well fitted inhibition curve with a large enough effect, not every such curve was filed as active; inconclusive = small, poorly fitted or top-dose-only effect, or another doubt; inactive = no such curve, though single readings can be large or run the other way;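 also: 0% = wells with enzyme and -100% = buffer wells without enzyme; nearly all actives have a fitted effect of over 50% in size; many of its hits are not listed in these tables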
* = called active by the depositor; i = inactive; ? = inconclusive; · = no result given; [ ] = dose if it differs, or a comment. Unless noted, calls follow the shape of the dose curve; as a rule, active = well fitted curve in the direction sought with a large enough effect; inconclusive = small, poorly fitted or top-dose-only effect, or another doubt; inactive = no such curve, though single readings can be large; an effect the other way counts as inactive or inconclusive. Unless noted, % is scaled to controls: 0 for no effect and ±100 for the full control effect; potency is read from the fitted curve at half-maximal effect.

nr | structure | Tau FP inhib | TR SRC2 fluor cs | GoLoco inh red | RECQ1 helicase | TRb SRC2 PPI | L3MBTL1 block | Tau fibril ThT | KDM4E inh
1 | C/C(Cc1ccccc1)=N\NC(=O)CNC(=O)c1ccccc1Cl | -6% | 0% | 7% | -1% | 3% | 6% | -12% | 15%
2 | COc1ccc(CCn2c(C)cc(C(=O)CCl)c2C)cc1OC | 1% | 1% | -169% | i | 0% | -15% | ? | -16%
3 | COC(=O)[C@@H]1C(c2c(OC)cc(OC)cc2OC)=NO[C@H]1C(=O)OC | -5% | -3% | 7% | 3% | 0% | 2% | 1% | 0%
4 | CC1=C(C(=O)N2CCOCC2)C(c2ccccc2F)NC(=O)N1 (stereo unspecified) | -8% | -1% | -12% | i | 3% | 6% | -2% | -2%
5 | CSc1ncc(C(=O)NCc2ccccc2Cl)c(C(F)(F)F)n1 | 8% | 6% | · | · | 7% | · | -8% | ·
6 | COc1ccccc1CCc1nnc(CCC(=O)N(C)Cc2ccncc2C)o1 | -4% | -5% | -3% | i | -2% | 5% | -5% | 2%
7 | CCCc1cc(=O)c2ccc(OCC(C)=O)cc2o1 | 0% | 2% | 8% | -5% | 4% | 7% | -11% | -11%
8 | C=CCn1c(N)c(C(=O)N2CCOCC2)sc1=S | -6% | 0% | 8% | 1% | -5% | · | -7% | -6%
9 | Cc1nnc(SCC(=O)NC2CCCc3ccccc32)n1-c1ccccc1 (stereo unspecified) | 4% | 1% | 9% | i | 2% | 6% | 1% | 4%
10 | CN(CC(=O)Nc1ccc(Cl)cc1)S(=O)(=O)c1cccc2cccnc12 | 0% | -4% | 6% | -12% | 5% | · | -11% | 6%
11 | COC(=O)c1c(NC(=O)C(C)(C)C)csc1C | -5% | -2% | 13% | 20% | 1% | -1% | -6% | 0%
12 | CC(C)C(NC(=O)c1ccc(C(C)(C)C)cc1)C(=O)O (stereo unspecified) | 1% | -6% | 2% | -7% | -2% | 1% | -2% | 4%
13 | CC(C)(C)NC(=O)CN(Cc1ccc(F)cc1)C(=O)Cn1nnc(-c2ccc(F)cc2)n1 | 2% | -1% | 5% | i | 1% | -2% | 2% | 9%
14 | CC(C)CNS(=O)(=O)c1ccc(CCC(=O)N2CCN(c3ccccc3)CC2)cc1 | 9% | -9% | 2% | -5% | -8% | -5% | -16% | -2%
15 | Cc1ccc2c(CC(=O)NCc3ccccc3)coc2c1C | 1% | 4% | · | · | -3% | · | -14% | ·
16 | COc1ccc(NS(=O)(=O)c2cc(NC(=O)c3nn(C)c(=O)c4ccccc34)ccc2OC)cc1 | -10% | 0% | 6% | -2% | -2% | -5% | 10% | 7%
17 | Cn1c(CN2CCN(C(=O)c3ccccc3Cl)CC2)nc2cc([N+](=O)[O-])ccc21 | 9% | 3% | 15% | -9% | 1% | 3% | -8% | 3%
18 | O=C(CSc1nc2c(c(=O)n1-c1ccc(Cl)cc1)SCC2)N1CCCC1 | 4% | 1% | 14% | i | -11% | · | 1% | 0%
19 | CN(c1ccccc1C(=O)NC1CC2CCC1C2)S(=O)(=O)c1ccccc1 (stereo unspecified) | 7% | -2% | 5% | i | 4% | 1% | 3% | -7%
20 | COc1ccc(CCNC(=O)c2cc(-c3ccccc3OC)on2)cc1OC | -5% | 1% | 0% | -13% | -1% | 4% | ? | -6%
21 | COCCNC(=O)C(c1ccc(F)cc1)N(CCOC)C(=O)CCC(=O)Nc1nccs1 (stereo unspecified) | 2% | -7% | 5% | -5% | -3% | · | -13% | 7%
22 | COc1cccc(OC)c1C(=O)Nc1cccc(-c2nc3ccccc3[nH]2)c1 | 2% | 15% | 18% | -11% | -4% | -14% | -9% | -12%
23 | CCc1ccc(N(C(=O)c2snc(C(N)=O)c2N)C(C(=O)NCCC(C)C)c2c[nH]c3ccccc23)cc1 (stereo unspecified) | -14% | 1% | -5% | -3% | 4% | 1% | -10% | -23%
24 | CCOc1ccc(NC(=O)NC2CCOC(C)(C)C2)cc1 (stereo unspecified) | -2% | -3% | · | -2% | -4% | -2% | -14% | -2%
25 | COc1ccc(-c2nc(CSCC(=O)NCCC(C)C)c(C)o2)cc1OC | -2% | -3% | · | · | -4% | · | -11% | ·
26 | Cc1oc2ccc(O)c(CN3CCN(C)CC3)c2c1C(=O)Nc1cccc(C(F)(F)F)c1 | 5% | ? | · | · | -10% | · | ? | ·
27 | CCCCNC(=O)CSc1c2c(nc3ccc(Cl)cc13)CCCC2 | 3% | 0% | · | · | -5% | · | -9% | ·
28 | CC1=C/C(=N\NC(=S)NCc2ccccc2)CC1 | -3% | -4% | 1% | -6% | 2% | -15%[11.4 µM] | -7% | 3%
29 | Cc1ccc(NC(=O)c2cc(-c3ccco3)nc3ccccc23)cc1S(=O)(=O)N1CCOCC1 | 7% | ? | 40%[activator] | ? | 27% | -8% | -14% | 16µM*
30 | C/C(=C\C(=O)O)CC(=O)O | 4% | -3% | -6% | -5% | 4% | · | 2% | -4%
31 | S=C(NCc1ccco1)Nc1cccc(Cl)c1Cl | 5% | -2% | 3% | -6% | 7% | -10% | 6% | 4%
32 | COc1c(Br)cc(Br)cc1C(=O)O | 6% | 6% | -7% | i | -20% | · | -3% | 1%
33 | COc1ccc(-c2ccc(C#N)c(SCC(=O)Nc3sc4c(c3C#N)CCC4)n2)cc1OC | 0% | -2% | 31%[activator] | -17% | 2% | · | ? | ?
34 | COc1ccc(OC)c(NC(=O)Cn2c(=O)oc3ccccc32)c1 | -7% | -3% | 9% | -4% | -7% | -1% | -10% | 0%
35 | CCOC(=O)c1c(C)oc2ccc(N(C(=O)c3ccncc3)S(=O)(=O)c3ccc(CC)cc3)cc12 | 9% | 1% | · | · | -6% | · | ? | ·
36 | Cc1cc(N2CCN(C)CC2)nc2ccc(NC(=S)N3CCOCC3)cc12 | -9% | -3% | 1% | -9% | 0% | · | ? | ?
37 | COC(=O)c1ccc(C2C(C(=O)Nc3ccc(C)cc3C)=C(C)Nc3ncnn32)cc1 (stereo unspecified) | 1% | -2% | 3% | -8% | -2% | 2% | -8% | 7%
38 | Cc1ccc(NC(=O)Cn2cnc3c(oc4ccccc43)c2=O)cc1Cl | 13% | ? | · | · | 16% | · | -12% | ·
39 | COc1ccc2cc(C(c3nnnn3C3CCCC3)N3CCc4ccccc4C3)c(=O)[nH]c2c1 (stereo unspecified) | ? | 0% | 8% | -11% | 5% | -3% | 28µM* | ?
40 | CN(C)c1ccc(C(CNC(=O)c2ccccc2F)c2c[nH]c3ccccc23)cc1 (stereo unspecified) | ? | 3% | 51%[activator] | -6% | 1% | -13% | -14% | -5%
41 | COc1ccc(C2C(C#N)=C(N)Oc3c2c(-c2ccccc2)nn3-c2ccccc2)c(OC)c1OC (stereo unspecified) | -1% | -1% | 1% | i | 9% | -16% | ? | ?
42 | Cc1ccc(Cl)c(NC(=S)N(CCCN2CCOCC2)Cc2ccco2)c1 | -3% | -5% | 11% | -17% | -3% | -3% | 2% | -2%
43 | CCc1nc(N=C(N)N)nc2ccccc12 | 2% | -1% | 2% | 10% | 2% | 2% | -1% | 5%
44 | Cc1ccc(NC(=O)Cn2cc(S(=O)(=O)c3ccccc3)c(=O)c3cc4c(cc32)OCO4)cc1 | 6% | 3% | · | · | -4% | · | -9% | ·
45 | CCOc1cc(/C=N/NC(=O)CCc2n[nH]c(=O)[nH]c2=O)ccc1O | 1% | 0% | 16% | -9% | 8% | 6% | -5% | 2%
46 | COc1ccc(OCC(O)CNC(=O)Nc2ccc(Cl)cc2)cc1 (stereo unspecified) | -4% | 2% | 4% | i | -15% | -5% | -15% | 7%

Gathered by group, the compounds so far containing an aryl methoxy group.
nr | structure | Tau FP inhib | TR SRC2 fluor cs | GoLoco inh red | RECQ1 helicase | TRb SRC2 PPI | L3MBTL1 block | Tau fibril ThT | KDM4E inh
2 | COc1ccc(CCn2c(C)cc(C(=O)CCl)c2C)cc1OC | 1% | 1% | -169% | i | 0% | -15% | ? | -16%
3 | COC(=O)[C@@H]1C(c2c(OC)cc(OC)cc2OC)=NO[C@H]1C(=O)OC | -5% | -3% | 7% | 3% | 0% | 2% | 1% | 0%
6 | COc1ccccc1CCc1nnc(CCC(=O)N(C)Cc2ccncc2C)o1 | -4% | -5% | -3% | i | -2% | 5% | -5% | 2%
16 | COc1ccc(NS(=O)(=O)c2cc(NC(=O)c3nn(C)c(=O)c4ccccc34)ccc2OC)cc1 | -10% | 0% | 6% | -2% | -2% | -5% | 10% | 7%
20 | COc1ccc(CCNC(=O)c2cc(-c3ccccc3OC)on2)cc1OC | -5% | 1% | 0% | -13% | -1% | 4% | ? | -6%
22 | COc1cccc(OC)c1C(=O)Nc1cccc(-c2nc3ccccc3[nH]2)c1 | 2% | 15% | 18% | -11% | -4% | -14% | -9% | -12%
25 | COc1ccc(-c2nc(CSCC(=O)NCCC(C)C)c(C)o2)cc1OC | -2% | -3% | · | · | -4% | · | -11% | ·
32 | COc1c(Br)cc(Br)cc1C(=O)O | 6% | 6% | -7% | i | -20% | · | -3% | 1%
33 | COc1ccc(-c2ccc(C#N)c(SCC(=O)Nc3sc4c(c3C#N)CCC4)n2)cc1OC | 0% | -2% | 31%[activator] | -17% | 2% | · | ? | ?
34 | COc1ccc(OC)c(NC(=O)Cn2c(=O)oc3ccccc32)c1 | -7% | -3% | 9% | -4% | -7% | -1% | -10% | 0%
39 | COc1ccc2cc(C(c3nnnn3C3CCCC3)N3CCc4ccccc4C3)c(=O)[nH]c2c1 (stereo unspecified) | ? | 0% | 8% | -11% | 5% | -3% | 28µM* | ?
41 | COc1ccc(C2C(C#N)=C(N)Oc3c2c(-c2ccccc2)nn3-c2ccccc2)c(OC)c1OC (stereo unspecified) | -1% | -1% | 1% | i | 9% | -16% | ? | ?
46 | COc1ccc(OCC(O)CNC(=O)Nc2ccc(Cl)cc2)cc1 (stereo unspecified) | -4% | 2% | 4% | i | -15% | -5% | -15% | 7%

Not all compounds are listed; the hit share may differ from the screen's.
